ABHD5 PLIN5 PPI – blocks binding of human ABHD5 to perilipin-5. Split G. princeps luciferase complementation, luminescence, 4 h. inhibition, % at 4 µM. Q00G26+Q8WTS1. 360,000 compounds, 0.78% hits;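 active means inhibition above the mean inhibition across every tested compound plus 3 SD, cut at about 22% in these data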;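 further: 0% = DMSO only wells and the 100% control is not disclosed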
N-glyco inh – N-linked glycosylation inhibition; reporter increase, % at 12.5 µM; D54 ERlucT glycosylation luciferase reporter, 24 h; percent of 100 nM tunicamycin response; AID 588692; 360,000 compounds, 0.23% hits;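 active means mean luciferase reporter signal, scaled so untreated is 0 and the glycosylation-blocking control 100, at or above a set limit in every replicate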;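 further: luciferase carries N-glycosylation sites so blocking glycosylation raises the light; 0% = median of neutral control wells and 100% = median of 100 nM tunicamycin wells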
MC4R antagonist – blocks human MC4R cAMP signaling. P32245. MC4R-expressing cells, MTII-stimulated cAMP, LANCE TR-FRET. 360,000 compounds, 0.48% hits. AID 540295. inhibition, % at 6.5 µM;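 active means inhibition above its plate's cutoff, the mean of tested wells on that plate plus 3 SD, cut at about 29% in these data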;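 further: 0% = Melanotan II alone and 100% = Melanotan II plus saturating MCL0020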
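material = U2OS cells stably expressing human melanocortin 4 receptor (MC4R) | also added = Melanotan II challenge | dosing = single nominal compound dose of 6.5 µM | detection = TR-FRET with Eu-cAMP and labeled anti-cAMP, 671 nm | replication = singlicate | timing = compound 30 min, challenge 1 h, detection 1 h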
ABCB6 inh 2 – human ABCB6 transporter inhibition. Q9NP58. fluorescence ratio to DMSO, % at 10 µM. K562-ABCB6 porphyrin accumulation, flow cytometry, 1 h; active compounds read low. 360,000 compounds, 0.19% hits;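 active means fluorescence ratio to DMSO below 75%, the collection mean minus 3 SD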;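 further: signal is porphyrin accumulated inside mitochondria; 100% equals median channel fluorescence of DMSO control wells; lower ratio means ABCB6 inhibition with less porphyrin fluorescence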
Target sequence (Q9NP58 whole entry, looked up): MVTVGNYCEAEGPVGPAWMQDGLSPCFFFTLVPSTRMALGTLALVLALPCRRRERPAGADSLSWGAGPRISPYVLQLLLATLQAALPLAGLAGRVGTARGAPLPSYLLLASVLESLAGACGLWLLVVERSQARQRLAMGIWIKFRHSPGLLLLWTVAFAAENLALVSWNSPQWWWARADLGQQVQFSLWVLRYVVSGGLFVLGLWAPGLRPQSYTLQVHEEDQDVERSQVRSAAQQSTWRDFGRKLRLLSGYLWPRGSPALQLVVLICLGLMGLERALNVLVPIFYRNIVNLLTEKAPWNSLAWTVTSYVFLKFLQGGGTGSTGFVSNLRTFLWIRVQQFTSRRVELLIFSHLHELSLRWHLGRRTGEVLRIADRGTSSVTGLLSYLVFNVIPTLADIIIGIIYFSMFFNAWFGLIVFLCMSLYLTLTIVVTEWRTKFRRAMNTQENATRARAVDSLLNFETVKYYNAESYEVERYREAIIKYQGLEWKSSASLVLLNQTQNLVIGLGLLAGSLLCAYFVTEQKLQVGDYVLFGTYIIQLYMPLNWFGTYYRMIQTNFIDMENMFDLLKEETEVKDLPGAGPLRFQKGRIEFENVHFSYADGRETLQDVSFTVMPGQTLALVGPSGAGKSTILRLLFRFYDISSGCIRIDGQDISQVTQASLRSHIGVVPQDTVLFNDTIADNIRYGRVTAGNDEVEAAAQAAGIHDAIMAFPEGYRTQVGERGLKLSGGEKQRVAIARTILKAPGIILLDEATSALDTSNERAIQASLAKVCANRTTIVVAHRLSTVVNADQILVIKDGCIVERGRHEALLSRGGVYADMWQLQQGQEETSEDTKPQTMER
HTR2A ag – agonists of mouse serotonin 5-HT2A receptor (HTR2A); CHO-K1 mHTR2A beta-arrestin complementation, luminescence; percent of 30 µM serotonin response; 360,000 compounds, 0.66% hits; activation, % at 7.6 µM; AID 624169; P35363;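 active means activation above a run cutoff, the mean activation of all tested compounds plus 3 SD, cut at about 14% in these data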;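 further: 0% = plate median of compound wells and 100% = 30 µM serotonin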
MC4R ag barr – agonists of human melanocortin 4 receptor (MC4R) beta-arrestin; 360,000 compounds, 0.98% hits; U2OS MC4R beta-arrestin complementation, luminescence; percent of melanotan II response, DMSO zero; activation, % at 8.9 µM; AID 540308;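 active means activation above a per-plate cutoff, the mean activation of sample wells on that plate plus 3 SD, cut at about 8% in these data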
PDI turbidity – inhibitors of human protein disulfide isomerase; P07237; AID 588391; inhibition, % at 10 µM; 350,000 compounds, 0.052% hits; PDI insulin aggregation turbidity, A650, 90 min;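 active means mean inhibition across replicates of 30% or more, whatever share of single replicates reach that level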;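 further: absorbance from insulin aggregation driven by PDI reduction with DTT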
Exocytosis inh – lytic granule exocytosis inhibition; inhibition, % at 10 µM; TALL-104 LAMP-1 surface exposure, flow cytometry; cells stimulated with thapsigargin and PMA; 360,000 compounds, 0.66% hits;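 active means inhibition above about 55%, limit read from the data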
CaV13 ICDI inh – Disruptors of the CACNA1D IQ motif to Ca2+-dependent inactivation inhibitor domain association, primary screening, Förster resonance energy transfer in intact living …; HEK cells, CFP/YFP FRET ICDI-IQ, plate reader, 10 min; percent FRET-ratio fall versus neutral wells; inhibition, % at 12.3 µM; 340,000 compounds, 0.098% hits;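 active means mean replicate inhibition of at least 30% and at least 1% of replicates passing that level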;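 further: 0% = median of the neutral control wells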
H9c2 protect – myocardial damage modulation in H9c2 cells; H9c2 cardiomyocytes, H2O2 injury protection, ATPLite, 2 h; protection from H2O2 cell death, % at 20 µM; 360,000 compounds, 0.63% hits;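 active means compounds giving at least 50% protection of heart cells from peroxide-induced death in the single-dose screen, raw or plate-pattern-corrected value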;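 further: 0% = DMSO wells with peroxide and 100% = DMSO wells without peroxide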
* = called active by the depositor; nt = no result given.

SMILES	ABHD5 PLIN5 PPI	N-glyco inh	MC4R antagonist	ABCB6 inh 2	HTR2A ag	MC4R ag barr	PDI turbidity	Exocytosis inh	CaV13 ICDI inh	H9c2 protect
CCN1C(=O)c2ccccc2S(=O)(=O)c2ccc(C(=O)NC(C)C)cc21	-1	-1	-1	92	-2	-2.3	6	-7	-4	-2
COC(=O)c1ccc(COC(=O)c2ccc(-n3cnnn3)cc2)o1	2	0	4	93	-1	-0.7	10	-2	nt	-3
O=c1cc(-c2ccc(O)cc2)oc2ccc3ccccc3c12	0	-17	-3	95	6	-0.7	-14	-2	-7	-24
O=C(c1ccc(CS(=O)c2cccc(Cl)c2)o1)N1CCN(C2CCCCC2)CC1 (centres undefined)	-1	-4	2	97	-4	-1.4	4	-4	-3	-1
CNc1ncnc(NC)c1[N+](=O)[O-]	8	0	2	100	3	-1.4	2	7	-5	4
O=C1C=C(c2cc3ccccc3s2)C[C@@H](c2ccc(F)cc2)C1	11	4	9	102	1	1.2	4	-1	-5	-11
O=S(=O)(Nc1ccc(-c2cn3ccsc3n2)cc1)c1ccc2c(c1)OCCO2	9	0	0	100	-3	0.7	-4	-1	-4	-4
Cc1ccc(O)c(N=Cc2cccs2)c1	1	7	7	100	-3	1.5	0	-2	-18	-15
COc1ccc(C(=O)COc2ccc3c(C)cc(=O)oc3c2)cc1	-5	0	0	102	1	-1.2	-4	2	-5	2
CC(C)=CCn1c2ccc(NC(=O)NCc3ccc(F)cc3)cc2c(=O)n1C	-12	16	-16	98	2	-2.0	-4	-5	-6	-2
Cc1ccc(NC(=O)COc2ccccc2CNC(C)(C)CC(C)(C)C)cc1	12	-4	4	97	-3	3.5	-14	15	-9	-23
O=C(CNC(=O)C12CC3CC(CC(C3)C1)C2)OCc1cc(=O)n2cc(Br)ccc2n1	-5	1	4	96	0	-1.7	-2	-3	-1	-3
CCOC(=O)c1ccccc1NC1OC(=O)c2ccccc21 (centres undefined)	3	-1	5	101	2	0.3	-3	1	-4	9
COC(=O)[C@H](CCSC)NC(=O)Cn1ccc(N)nc1=O	-1	2	4	95	-1	-0.2	5	-2	-10	3
NC(=O)CCN(C1CCCCC1)S(=O)(=O)c1cccc2nsnc12	1	1	19	97	2	-0.8	4	9	-4	-8
O=C1c2cccc3cc([N+](=O)[O-])cc(c23)C(=O)N1c1nncs1	-2	3	4	102	3	-1.1	6	2	-4	-1
CCOC(=O)c1cc2c(s1)-c1ccccc1CC2	-1	1	0	102	2	0.2	-6	-3	nt	-13
COC(=O)C(CCCCNC(=O)c1ccc([N+](=O)[O-])cc1)NC(=O)c1ccc([N+](=O)[O-])cc1 (centres undefined)	-4	-1	21	116	-3	-1.3	-3	-3	-12	1
CCS(=O)(=O)N1CCCC(C(=O)NCCc2ccc(OC)c(OC)c2)C1 (centres undefined)	0	0	9	167	5	-0.9	-5	1	nt	2
COc1ccc(NC(=S)NCc2cccnc2)cc1OC	2	2	5	99	4	1.2	-2	-2	-6	-4
CC12CCC(C(=O)NCc3ccc4c(c3)OCO4)(CC1=O)C2(C)C (centres undefined)	3	1	6	96	6	2.5	15	-1	-5	-7
Cc1ccc(NC(=O)CN(C)C(=O)c2ccc(OCc3cn4ccccc4n3)cc2)cc1	2	0	3	98	9	0.4	3	1	-5	2
O=S(=O)(c1ccc(Cl)cc1)N(Cc1ccccn1)Cc1ccccn1	11	0	-5	97	-4	0.3	-2	2	-5	4
O=C(COC(=O)c1cc(Cl)ccc1Cl)NC1CCCC1	5	1	-3	99	-6	0.5	5	3	-4	-3
COc1ccccc1C(=O)N/N=C/c1ccc(Cl)s1	-1	5	-4	96	-3	-0.5	12	10	-5	-4
Cc1cccc(CSc2nc3[nH]ncc3c(=O)[nH]2)c1	-3	1	-5	99	-5	0.3	1	-3	1	6
Cc1nc2ccccc2cc1OCc1ccc(F)cc1	2	-4	4	88	0	-0.3	-13	0	-4	-15
Cc1sc2ncn(/N=C/c3ccco3)c(=O)c2c1C	0	2	-4	95	2	0.0	-1	2	-2	-6
COc1ccccc1Cc1c(-c2ccc(OC)c(OC)c2)nc2c(Cl)cc(C(F)(F)F)cn12	1	nt	nt	102	2	nt	nt	-4	-6	nt
O=C(NCCc1ccccc1)C1CCCN(S(=O)(=O)c2cccc3nonc23)C1 (centres undefined)	-3	0	10	99	2	0.7	8	-2	-2	2
Cc1ccc(Nc2cc(C)nc(-c3ccccc3O)n2)cc1	-9	-8	-13	91	-7	0.4	17	3	-5	-17
O=S(=O)(NC1CCN(S(=O)(=O)c2c(F)cccc2F)CC1)c1ccc2c(c1)OCCO2	1	-2	4	97	0	-1.4	-4	9	-5	-9
Cc1ccnc(NS(=O)(=O)c2ccc(NC(=O)c3ccc(C)o3)cc2)n1	-2	0	6	96	1	2.8	6	3	-4	-4
CCNc1nc(NC(C)C)nc(N2CC(=O)N(CC(=O)OCC)C2=N)n1	6	-3	-1	100	-2	-0.9	6	0	-5	0
Cc1cc(C)c2c3c(sc2n1)C(c1cccc(F)c1)C(C#N)=C(N)O3 (centres undefined)	-2	1	-3	107	13	0.0	10	-4	-2	-5
Cc1ccsc1C(=O)NNC(=O)c1ccc(NS(=O)(=O)c2cccs2)cc1	7	0	17	100	-5	-3.1	0	-5	-7	-2
CCCCCCN1CC(O)=C(c2ccccc2)C1=N	3	1	-3	95	1	-1.2	-12	-1	nt	3
Cc1ccc(-n2nc3c(c2NC(=O)c2ccccc2)CS(=O)(=O)C3)cc1C	1	-1	15	101	-4	-1.8	4	-2	nt	-5
COc1cccc(/C=C/C(=O)OCC(=O)Nc2ccc(Cl)c(S(=O)(=O)N(C)C)c2)c1	-1	2	20	103	1	-1.9	-3	-2	-7	3
COc1cccc(NC(=O)c2ccc(-c3ccc([N+](=O)[O-])cc3)o2)c1	-3	1	5	98	-7	-2.9	-8	4	-8	11
O=C(CSc1nc2ccc(NC(=O)c3ccccc3C(=O)O)cc2s1)Nc1c(Cl)cccc1Cl	6	0	0	95	-1	-1.9	13	-8	-2	-2
COc1ccc(NC(=S)Nc2ccccc2F)c(OC)c1	-6	0	6	116	-2	-1.7	-2	-2	-5	-7
Cc1cccc(NS(=O)(=O)c2ccc3oc(=O)ccc3c2)c1C	2	1	10	96	-2	0.6	10	-2	-3	5
Cc1ccc(S(=O)(=O)Nc2c(C)n(C)n(-c3ccccc3)c2=O)cc1C(=O)NCc1ccccn1	7	0	2	103	4	-1.3	15	2	-4	10
Cc1ccc(Cn2c(=O)c3c(nc4n3CCN4Cc3ccco3)n(C)c2=O)cc1	6	-2	10	88	5	-1.0	-4	-1	-4	6
Cn1cc(S(=O)(=O)c2ccccc2)n(C)c1=O	-3	2	6	101	1	-2.0	1	5	-4	2
c1ccc2oc(-c3ccn[nH]3)cc2c1	5	2	5	93	-4	-2.0	0	-14	-18	-6
CCOC(=O)N/N=C/c1ccccc1OCc1ccc(Cl)cc1	-9	-2	0	81	-5	-1.7	-1	2	-3	-9
Cc1cc(C)c2c(n1)sc1c(=O)n(CC(=O)c3ccccc3)cnc12	0	-1	15	96	3	-1.7	3	3	3	1
COC(=O)C[C@H]1C=C[C@@H](C(C(=O)OC)C(=O)OC)CN1C(C)=O	3	2	-2	100	-1	-1.6	-3	-12	-8	47
CC(C)CN(C(=O)COC(=O)c1nc(Cl)ccc1Cl)c1c(N)n(Cc2ccccc2)c(=O)[nH]c1=O	-3	-2	5	98	-1	-1.7	0	13	-2	2
O=C(NC1CCCC1)c1cc2cc(Br)ccc2o1	-4	-5	2	106	-12	-0.9	7	-2	-5	-4
COc1ccc2nc(NC(=O)C3CCN(S(=O)(=O)c4cccnc4)CC3)sc2c1	-7	-8	2	96	1	-1.3	15	13	-6	3
CC(=O)N1CCN(C(=O)c2cccc(S(=O)(=O)Nc3c(C)n(C)n(-c4ccccc4)c3=O)c2)CC1	-4	5	4	99	0	-0.9	9	-6	-4	2
Cc1cc(C)nc(Nc2cccc3ccccc23)n1	-3	7	2	96	6	-1.0	2	-3	-3	0
CCN(CC)c1ncnc2c1cnn2Cc1ccc(C)cc1	-2	1	-13	86	1	-0.3	-6	-9	-3	2

Filtered by structure: the entries above with a Cl atom
SMILES	ABHD5 PLIN5 PPI	N-glyco inh	MC4R antagonist	ABCB6 inh 2	HTR2A ag	MC4R ag barr	PDI turbidity	Exocytosis inh	CaV13 ICDI inh	H9c2 protect
O=C(c1ccc(CS(=O)c2cccc(Cl)c2)o1)N1CCN(C2CCCCC2)CC1 (centres undefined)	-1	-4	2	97	-4	-1.4	4	-4	-3	-1
O=S(=O)(c1ccc(Cl)cc1)N(Cc1ccccn1)Cc1ccccn1	11	0	-5	97	-4	0.3	-2	2	-5	4
O=C(COC(=O)c1cc(Cl)ccc1Cl)NC1CCCC1	5	1	-3	99	-6	0.5	5	3	-4	-3
COc1ccccc1C(=O)N/N=C/c1ccc(Cl)s1	-1	5	-4	96	-3	-0.5	12	10	-5	-4
COc1ccccc1Cc1c(-c2ccc(OC)c(OC)c2)nc2c(Cl)cc(C(F)(F)F)cn12	1	nt	nt	102	2	nt	nt	-4	-6	nt
COc1cccc(/C=C/C(=O)OCC(=O)Nc2ccc(Cl)c(S(=O)(=O)N(C)C)c2)c1	-1	2	20	103	1	-1.9	-3	-2	-7	3
O=C(CSc1nc2ccc(NC(=O)c3ccccc3C(=O)O)cc2s1)Nc1c(Cl)cccc1Cl	6	0	0	95	-1	-1.9	13	-8	-2	-2
CCOC(=O)N/N=C/c1ccccc1OCc1ccc(Cl)cc1	-9	-2	0	81	-5	-1.7	-1	2	-3	-9
CC(C)CN(C(=O)COC(=O)c1nc(Cl)ccc1Cl)c1c(N)n(Cc2ccccc2)c(=O)[nH]c1=O	-3	-2	5	98	-1	-1.7	0	13	-2	2

High-throughput results from PubChem BioAssay.
